# SR-BI uptake up: activators of SR-BI mediated DiI-HDL uptake, primary screen, ldlA[mSR-BI] CHO cells, DiI fluorescence; 0.096% of 320,000 active; activation, % at 12.5 µM; 3 h; 100 = double the neutral-control signal; AID 504775, 2011;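 active = mean replicate activation of at least 60% and every replicate at or above 60%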;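 also: 0% = median plate neutral-control signal and 100% = twice that signal; values of inactives mirror those of a sister screen read the other way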
#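 system = CHO ldlA[mSR-BI] cells, LDL receptor-null, SR-BI overexpressing | medium = Ham's F12 with 0.5% BSA, HEPES 25 mM, pH 7.4 | probe or stimulus = DiI-HDL 10 µg/mL | compound dosing = single-point compound dose | incubation = compound exposure 3 h, 37 °C | technique = DiI fluorescence, bottom read | read-out = cell-associated DiI fluorescence as measure of HDL uptake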
# NSD2 inh: NSD2 histone methyltransferase inhibitors, primary screen, biochemical, AlphaScreen, single concentration, set 2; Histone-lysine N-methyltransferase NSD2 (Homo sapiens), O96028; NSD2 peptide methylation, 120 min; inhibition, % at 12.5 µM; 0.54% of 310,000 active; AID 743445, 2014; in the data active = inhibition above about 50%
# Target sequence (O96028 whole entry, looked up): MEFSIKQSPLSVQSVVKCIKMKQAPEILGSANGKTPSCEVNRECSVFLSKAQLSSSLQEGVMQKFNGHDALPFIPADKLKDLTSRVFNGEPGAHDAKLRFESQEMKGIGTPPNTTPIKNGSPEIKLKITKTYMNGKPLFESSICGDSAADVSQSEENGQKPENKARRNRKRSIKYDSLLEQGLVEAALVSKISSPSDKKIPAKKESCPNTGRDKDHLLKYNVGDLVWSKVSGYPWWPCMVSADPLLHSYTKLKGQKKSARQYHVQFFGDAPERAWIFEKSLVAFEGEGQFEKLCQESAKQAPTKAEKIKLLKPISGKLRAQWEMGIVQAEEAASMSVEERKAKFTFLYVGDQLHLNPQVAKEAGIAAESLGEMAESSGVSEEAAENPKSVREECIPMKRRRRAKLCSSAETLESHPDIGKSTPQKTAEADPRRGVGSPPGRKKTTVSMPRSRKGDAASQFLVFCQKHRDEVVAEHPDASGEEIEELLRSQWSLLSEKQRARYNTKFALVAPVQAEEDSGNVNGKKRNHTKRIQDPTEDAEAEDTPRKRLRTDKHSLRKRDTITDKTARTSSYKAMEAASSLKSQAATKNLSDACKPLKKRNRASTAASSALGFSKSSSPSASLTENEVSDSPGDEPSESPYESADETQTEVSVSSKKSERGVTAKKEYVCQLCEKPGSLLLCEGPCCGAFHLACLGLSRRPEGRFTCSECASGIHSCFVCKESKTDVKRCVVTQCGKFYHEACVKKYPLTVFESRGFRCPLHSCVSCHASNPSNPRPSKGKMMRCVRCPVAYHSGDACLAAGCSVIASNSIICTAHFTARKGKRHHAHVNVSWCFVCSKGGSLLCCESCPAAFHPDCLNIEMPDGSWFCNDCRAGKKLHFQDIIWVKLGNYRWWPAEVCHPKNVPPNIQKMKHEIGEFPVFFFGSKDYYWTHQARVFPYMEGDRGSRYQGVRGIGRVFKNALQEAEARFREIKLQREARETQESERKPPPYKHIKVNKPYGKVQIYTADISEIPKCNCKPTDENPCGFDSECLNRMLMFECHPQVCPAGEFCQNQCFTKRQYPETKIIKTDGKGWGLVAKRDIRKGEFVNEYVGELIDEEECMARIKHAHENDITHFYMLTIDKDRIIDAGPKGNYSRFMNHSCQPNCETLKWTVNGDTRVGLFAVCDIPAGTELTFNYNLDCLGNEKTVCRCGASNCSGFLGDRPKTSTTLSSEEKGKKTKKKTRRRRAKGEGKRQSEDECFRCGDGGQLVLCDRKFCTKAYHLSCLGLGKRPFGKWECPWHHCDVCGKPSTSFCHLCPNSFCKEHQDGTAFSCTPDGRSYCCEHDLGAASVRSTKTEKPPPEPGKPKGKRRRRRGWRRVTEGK
# PvdQ inh: P. aeruginosa PvdQ acylase inhibitors, primary screen, biochemical, fluorescence, plate reader and imaging, single point. PvdQ acylase [Pseudomonas aeruginosa LESB58]. purified PvdQ acylase. inhibition, % at 10 µM. 0.063% of 340,000 active. AID 488965, 2010; in the data active = inhibition above about 30%, passing the limit was not always enough;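 also: 0% = vehicle neutral wells and 100% = reference inhibitor wells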
# SR-BI HDL uptake: inhibitors of SR-BI mediated HDL lipid uptake, primary screen, ldlA[mSR-BI] cells, fluorescence, single point. inhibition, % at 12.5 µM. AID 488896, 2010. ldlA[mSR-BI] CHO cells, DiI-HDL uptake fluorescence, 3 h. 0.96% of 320,000 active;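 active = mean replicate inhibition of at least 70% and a set share of replicates each scoring 70 or more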;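 also: 0% = median of neutral control wells and 100% = median of positive control wells; values of inactives mirror those of a sister screen read the other way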
# PKA-R2B act: activators of PKA-R2B holoenzyme, primary screen, biochemical, fluorescence polarization, Cy5-IP20, human. cAMP-dependent protein kinase catalytic subunit beta (Homo sapiens) + cAMP-dependent …. PKA-R2B holoenzyme dissociation; R2B truncated from residue 108, S112A mutant; 0% DMSO only, 100% 113 µM cGMP. activation, % at 11.4 µM. 0.079% of 340,000 active. AID 504700, 2011;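 active = activation above a cutoff set at the mean over all compounds plus 3 SD, cut at about 18% in these data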;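 also: higher means more holoenzyme dissociation and a rise in polarization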
# RTF Ca sens inh: cardiac RTF calcium sensitivity inhibitors, primary screen, biochemical, IANBD-TnC fluorescence, EC70 calcium; IANBD-labeled cardiac RTF, Ca2+ fluorescence; AID 493244, 2011; inhibition, % at 7.15 µM; 0.12% of 340,000 active;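 active = inhibition above the mean inhibition of all tested compounds plus 3 SD, cut at about 17% in these data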;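 also: assay run at fixed EC70 calcium of 1.6 mM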
# LANA DNA inh: inhibitors of KSHV C-LANA binding to DNA, primary screen, biochemical, fluorescence polarization, FAM-LBS DNA, MBP-C-LANA, single point | Kaposi's sarcoma herpesvirus LANA C-terminal domain (residues 932-1162) DNA binding | inhibition, % at 9 µM | 0.078% of 340,000 active | AID 504423, 2011;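 active = highest replicate inhibition at or above 60% at 9 µM, even if other replicates fall short; inactive = all replicates below 60% inhibition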;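 also: 0% = neutral control wells and 100% = 4 µM acridine orange control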
# Arrestin-AP2 inh: inhibitors of beta-arrestin/AP2 binding, primary screen, biochemical, GPCR trafficking, flow cytometry; beta-arrestin 1 C-terminal peptide binding to AP2 beta2-adaptin appendage (human); 0.31% of 340,000 active; FITC-arrestin peptide / GST-AP2 beads; AP2 beta2 appendage carries R879A mutation; AID 504490, 2011; inhibition, % at 10 µM;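 active = inhibition above a set limit, near 3 SD of compounds lacking own fluorescence, cut at about 54% in these data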;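 also: plate controls were DMSO wells for no effect and 5 µM unlabelled arrestin peptide for full effect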
#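 System: GST-AP2 R879A glutathione beads; medium: PBS, Tween 20 0.05%, BSA 0.1%; reagent: fluorescein-tagged arrestin peptide at 50 nM final; schedule: pre-incubation 12 min, peptide binding 1 h, room temperature; detection: flow cytometry, FL1 (488/535 nm); read-out: inhibition as reduced fluorescein signal on beads, percent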
# Keap1 Nrf2 FP: Keap1-Nrf2 protein-protein interaction inhibitors, primary screen, biochemical, fluorescence polarization, single point. Keap1 Kelch-Nrf2 peptide fluorescence polarization, 1536-well. AID 504523, 2011. inhibition, % at 9.4 µM. 0.15% of 340,000 active; in the data active = inhibition above about 12%;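 also: human Keap1 Kelch domain with fluorescein labeled Nrf2 9mer peptide probe; 0% = neutral control wells and 100% = peptide positive control; higher means more block of Keap1 binding to Nrf2 peptide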
# DAGLB inhibitor: DAGLB lipase inhibitors, primary screen, biochemical, fluorescence, HTS; Diacylglycerol lipase-beta (Homo sapiens), Q8NCG7; HEK293T DAGLB membrane lysate, EnzChek fluorogenic substrate; inhibition, % at 5.17 µM; 0.059% of 340,000 active; AID 504411, 2011; in the data active = inhibition above about 34%;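 also: 0% = enzyme with vehicle and 100% = wells lacking enzyme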
# Starred values were filed as active, the others as inactive; nt = no result given.
SMILES,SR-BI uptake up,NSD2 inh,PvdQ inh,SR-BI HDL uptake,PKA-R2B act,RTF Ca sens inh,LANA DNA inh,Arrestin-AP2 inh,Keap1 Nrf2 FP,DAGLB inhibitor
COc1ccc(N2C(=O)C(F)(F)C2c2ccccc2F)cc1 (configuration not stated),15,-2,-7,-15,2,0,0.7,-29,5,-7
Cn1c(=O)[nH]c(NCCc2ccc(O)cc2)c([N+](=O)[O-])c1=O,2,-1,-15,-2,2,-5,1.2,8,-6,0
O=C(CCNC(=O)c1ccc(Br)cc1)NNC(=O)c1ccccc1,20,6,-13,-20,-11,1,0.7,-7,-1,-1
COc1ccc(NC(=O)CSc2nnc(C)n2C2CC2)cc1S(=O)(=O)N1CCOCC1,3,-2,4,-3,-10,-2,1.7,22,-2,-2
Nc1[nH]n(-c2ccccc2)c(=O)c1N=Nc1ccc2c(c1)OCCO2,1,21,12,-1,-16,-4,-1.5,14,-6,26
CCOc1nc(-c2ccccc2)ccc1-c1noc(-c2cccs2)n1,-25,-1,-13,25,-2,-4,-0.3,7,-3,-1
Cc1c(NC(=O)C(C)N2CC(C)OC(C)C2)c(=O)n(-c2ccccc2)n1C (configuration not stated),16,-1,-7,-16,-5,-7,2.0,-2,-6,2
COc1ccc(NS(=O)(=O)c2ccc(N/N=C/c3ccc(N4CCOCC4)cc3)c([N+](=O)[O-])c2)cc1,-44,0,-14,44,-12,-6,0.0,13,-6,2
COc1ccccc1C(=O)OCc1cc(=O)n2ccsc2n1,-9,nt,-21,9,-5,-6,-2.4,2,-8,-1
CCN(CC)c1ccc(NC(=O)C2CC(=O)N(Cc3ccccc3)C2)cc1 (configuration not stated),0,11,-6,0,0,-5,1.8,7,3,4
Cc1ccc(S(=O)(=O)/N=C(/Nc2cccc(O)c2)c2ccccc2)cc1,0,1,-14,0,-4,-31,-1.3,7,-4,-4
COc1ccc(CN(C#N)c2nc(C)cc(C)n2)cc1,6,-3,3,-6,4,3,-1.3,1,-7,1
COc1cc(NS(=O)(=O)c2cc3c(cc2C)NC(=O)CO3)cc(OC)c1,-4,nt,-8,4,-2,3,-2.2,2,-7,5
CCN1C(=O)N[C@@H](c2ccc(Br)cc2)C(C(=O)OC)=C1C,0,nt,-2,0,-15,1,-0.7,1,-8,2
O=C(NCc1ccc(Cl)cc1)c1cccc(NC(=O)c2ccccc2)c1,-46,0,-14,46,-13,-10,0.1,-3,1,-1
CCc1cccc(C)c1NC(=O)CSc1nc2ccncc2[nH]1,15,0,-8,-15,-4,-9,-1.1,21,6,0
CCC(=O)Nc1cc2c(cc1C(C)=O)OCCO2,15,-4,-11,-15,4,-11,-1.0,-5,2,-4
Cc1cccc(-c2cc3nc4c(c(N5CCC6(CC5)OCCO6)n3n2)CCCC4)c1,-51,-6,10,51,-21,3,0.1,21,-1,-2
CCOc1ccc(OCC(=O)OCC(=O)NNC(=O)c2ccc([N+](=O)[O-])cc2)cc1,-10,0,-12,10,0,-3,0.1,-13,-3,3
O=C(CSCCc1ccccn1)Nc1cccnc1Cl,22,-1,-24,-22,-10,-8,-1.2,6,-5,-1
O=C(Nc1cc(Cl)cc(Cl)c1)N1CCCN(Cc2ccccc2)CC1,21,0,-11,-21,-3,-11,2.4,-3,6,-4
CC(=O)N1CCN(c2ccc(Oc3ccc([N+](=O)[O-])c(C(F)(F)F)c3)cc2)CC1,-22,8,-12,22,-9,-6,-2.1,1,-3,4
CCOC(=O)C1CCN(CC(C)(C)NS(=O)(=O)c2ccccc2)CC1,nt,0,-13,nt,7,-13,0.9,-9,0,-1
CN(C)c1ccc(/C=N/NC(=O)c2ccc3c(c2)OCCO3)cc1,-4,0,4,4,-10,0,-0.9,-6,-1,1
COc1ccc(CCNC(=O)C2CCN(C(=O)c3ccc(F)cc3)CC2)cc1OC,10,0,-12,-10,-7,0,5.5,7,-4,-3
Cc1cc(=O)[nH]c(SCC(=O)Nc2c(C)n(C)n(-c3ccccc3)c2=O)c1C#N,10,-1,-2,-10,-1,-5,-0.7,11,0,2
CC(=O)N/N=C(/C)c1ccc(NC(=O)c2csc(C)c2C)cc1,-48,-1,9,48,-5,-3,-0.2,8,1,-4
O=C(COc1ccccc1)Nc1cccc(-c2nnc(-c3ccccc3)o2)c1,-1,-2,6,1,-6,3,-0.4,20,0,-5
C=CCNc1oc(-c2ccc(-c3ccccc3)cc2)nc1C#N,-19,nt,-4,19,10,-3,2.8,0,-6,2
Cn1c(=O)c2c(nc(Oc3ccc4c(c3)OCO4)n2Cc2ccc(F)cc2)n(C)c1=O,15,-1,-6,-15,5,3,-1.2,6,-1,4
CCOC(=O)C1=C(C)N(c2ccccc2)C(=O)C1CC(=O)O (configuration not stated),-8,1,-15,8,2,-5,0.7,-12,-4,-3
O=C(CSc1nnc(COc2ccc(Cl)cc2)o1)NC1CC2CCC1C2 (configuration not stated),3,37,-8,-3,7,-8,-0.1,-11,1,-1
Cc1ccc(C(C)C)c(OCc2nnc3n2CCCCC3)c1,-21,3,-10,21,-7,3,0.2,5,-7,2
COc1cc(/C=C/c2nc3ccccc3s2)cc(OC)c1O,-11,-16,-6,11,-7,-2,-4.6,3,0,0
CN1C(=O)c2cccc(NC(=O)CCc3ccccc3)c2C1=O,-4,nt,-16,4,-2,-8,-0.2,-2,-1,-3
O=C(Oc1ccccc1)c1cc2ccccc2o1,5,1,6,-5,7,5,1.0,26,2,-3
Cc1cc(C)c2[nH]c(=O)c(CN(CC3CCCO3)C(=O)C3CCCO3)cc2c1 (configuration not stated),-6,4,-6,6,0,2,0.8,13,-4,3
COC(=O)c1cn(CCOc2ccccc2)c2ccccc12,-20,-15,-17,20,-1,-7,3.7,0,-4,-6
C=CC[C@@H](CC(=O)NCCO)C(=O)NC[C@H](OC(=O)[C@@H](CC=C)CC(=O)OC(C)(C)C)c1ccccc1,-12,nt,3,12,5,1,-0.9,nt,0,-1
CC(C)(C)OC(=O)N/N=C\c1cccnc1,16,-2,9,-16,-12,3,0.1,14,2,-2
O=C(CCN1C(=O)/C(=C/c2cccs2)SC1=S)NC1=NCCS1,15,-2,-11,-15,11,4,-0.8,16,1,4
CCc1c(C#N)c(SCCC(=O)Nc2ccc(OC)cc2)nc2c1C(=O)CC(C)(C)C2,-35,-1,-8,35,-4,-4,-0.7,6,2,-7
Cc1ccccc1CC1(CO)CCCN(C(=O)c2cccc(Cl)c2)C1 (configuration not stated),nt,nt,1,nt,1,-5,0.3,3,2,-4
CCOC(=O)c1cnc(Cc2ccccc2)[nH]c1=O,22,28,-10,-22,1,-12,0.5,3,1,-1
COCC(C)n1c(SCc2nc3ccccc3c(=O)[nH]2)nc2ccccc2c1=O (configuration not stated),27,1,-12,-27,-9,1,-1.3,5,-2,0
Nc1nc(Cl)nc2ccc(Br)cc12,6,-6,-17,-6,-2,-17,3.6,1,-3,1
O=CN1CCN(c2ncnc3c2nnn3Cc2c(F)cccc2Cl)CC1,10,-2,-17,-10,1,-3,1.5,5,2,-2
COc1ccc(C(=O)NNC(=O)C2CCN(S(=O)(=O)c3ccc(C)cc3)CC2)cc1,17,0,-7,-17,-9,-4,-1.1,-1,3,-1
CCOC(=O)C1(CCCc2ccccc2)CCN(C(=O)CCC2=NNC(=O)CC2)CC1,-16,6,-15,16,-7,-10,-0.9,-10,0,-1
O=C(NC(=S)N1CCN(C/C=C/c2ccccc2)CC1)c1c(F)cccc1F,7,-1,10,-7,-3,-9,-0.7,19,-1,-2
Cc1ccc(S(=O)(=O)NCc2ccc(C(=O)N(C)CCC#N)cc2)cc1,10,-1,-9,-10,-9,-21,1.8,-2,4,-1
CC(C)(C)n1c(=O)[nH]c2c(c1=O)CCC2,10,1,-11,7,-5,-3,0.7,-2,-4,-2
CC1=CC(C)(C)N2C(=O)C(=O)c3cc(OC(=O)c4ccco4)cc1c32,7,2,-8,-7,nt,nt,-0.3,-7,-5,nt
COc1ccc(NC(=O)N2CCCC(C(=O)Nc3ccccc3OC)C2)cc1 (configuration not stated),-7,-1,-4,7,-1,7,0.3,3,-1,-1
Cc1cccc(OCCCn2c(=O)oc3ccc(C)cc32)c1,-9,nt,-16,9,-8,-6,-0.3,-32,-3,-12
O=C(CSc1nnc(CNC(=O)c2c(F)cccc2F)o1)c1ccccc1,-1,1,0,1,-2,-13,-0.6,2,4,2
Cc1c(CCC(=O)N[C@@H](CCCNC(N)=O)C(=O)O)c(=O)oc2cc3oc4c(c3cc12)CCCC4,20,5,-9,-20,-1,-5,-0.4,9,-3,-1
CN(CC(=O)Nc1ccc(F)cc1)C(=O)c1cc(-c2ccco2)nc2ccccc12,-1,2,-5,1,-2,1,1.2,2,0,5
Cn1c(=O)n(CC(N)=O)c(=O)c2c1nc1n2CCCN1Cc1ccccc1,9,-1,1,-9,-15,7,1.2,-2,0,0
Cc1nnsc1-c1nnc(SCC(=O)c2ccccc2)n1C1CC1,-6,-1,-16,6,-3,-2,-0.6,-8,0,-5
C/C(=N\NC(=O)C1(C)CC1(Br)Br)c1ccc(NC(=O)c2ccc(C)o2)cc1 (configuration not stated),-40,0,1,40,2,-1,-1.0,3,-5,3

# A different layout for some results above.
# Order of values: SR-BI uptake up, NSD2 inh, PvdQ inh, SR-BI HDL uptake, PKA-R2B act, RTF Ca sens inh, LANA DNA inh, Arrestin-AP2 inh, Keap1 Nrf2 FP, DAGLB inhibitor
CCOC(=O)C1(CCCc2ccccc2)CCN(C(=O)CCC2=NNC(=O)CC2)CC1
  -16, 6, -15, 16, -7, -10, -0.9, -10, 0, -1
O=C(NC(=S)N1CCN(C/C=C/c2ccccc2)CC1)c1c(F)cccc1F
  7, -1, 10, -7, -3, -9, -0.7, 19, -1, -2

# Compound activity from PubChem.
